# Screening results from PubChem BioAssay.
# CHO parental Ca: ATP-evoked calcium signal inhibitors, parental CHO, primary screen, counter-screen for OX1R antagonist project, cell-based, fluorescence, Fluo-8 calcium dye | 0.63% of 330,000 active | inhibition, % at 5.6 µM | parental CHO-K1, ATP-induced calcium, Fluo-8 fluorescence;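 active = inhibition above that plate's mean sample inhibition plus 3 SD, cut at about 26% in these data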;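 also: 0% = ATP-challenged DMSO wells and 100% = DMSO wells without ATP; some compounds past the cut are filed as inactive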
#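 material = parental CHO cells | also added = ATP as calcium-mobilizing challenge | dosing = single point at 5.6 µM | detection = intracellular calcium via Fluo-8 no-wash fluorescent dye | read-out = % inhibition | benchmarks = low control ATP plus DMSO, high control DMSO only | repeats = one well per compound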
# OXTR potentiator: human OXTR potentiators, primary screen, fluorescence, CHO-OTR cells, Fluo-8 calcium; Oxytocin receptor (Homo sapiens), P30559; Fluo-8 calcium fluorescence, potentiator mode; 0% = oxytocin EC15, 100% = EC100; activation, % at 3 µM; 0.061% of 320,000 active;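 active = activation above that plate's cutoff, the mean activation of tested compounds plus 3 SD, cut at about 6.6% in these data, passing the limit was not always enough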;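 also: 100% uses oxytocin at 75 nM as the full agonist control; some results filed as inactive read as strong as hits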
#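 Dosing: Single dose, 3.0 µM nominal final compound concentration | Material: Human OTR in CHO cells | Technique: Kinetic Fluo-8 calcium fluorescence | Benchmarks: EC15 oxytocin alone as 0%, 75 nM oxytocin as 100% | Probe or stimulus: Oxytocin at about EC15, sub-maximal agonist stimulus | Incubation: Compound 6 min at room temperature before oxytocin, 100 s read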
# TAAR1 ag: human TAAR1 agonists, primary screen, Fluo-8 calcium fluorescence, CHO RD-HGA16 cells. vehicle wells 0%, saturating PEA agonist 100%. activation, % at 3 µM. Trace amine-associated receptor 1 (Homo sapiens), Q96RJ0. 0.99% of 360,000 active;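 active = activation above the mean activation of all test compounds in the run plus 3 SD, cut at about 38% in these data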
#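 System: CHO-derived RD-HGA16 cells with stable Gα16 and human TAAR1 / Times: 17-24 h plating, Fluo-8 75 min 37 °C, 30 min RT / Technique: calcium-sensitive Fluo-8 signal, excitation 470-495, emission 515-575 nm / Measure: % activation relative to PEA EC100 response / Benchmarks: DMSO and PEA EC100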
# M1 ag parental: counter-screen for M1 agonists: effect in parental CHO-K1 cells; Fluo-8 calcium fluorescence; scaled to maximal ATP response, vehicle zero; activation, % at 3 µM; 0.48% of 360,000 active; in the data active = activation above about 15%;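 also: untransfected CHO-K1 host cells lacking M1 receptor as counterscreen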
# CHRM1 agonist: human M1 muscarinic receptor agonists, primary screen, Fluo-8 calcium fluorescence, CHO-K1 cells, HTS; Muscarinic acetylcholine receptor M1 (Homo sapiens), P11229; CHO-K1 hM1, agonist mode; 0% DMSO, 100% acetylcholine EC100; activation, % at 3 µM; 0.33% of 360,000 active;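 active = activation above the run's mean compound activation plus 3 SD, cut at about 16% in these data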;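 also: peak over basal fluorescence ratio within a 140 s kinetic read after compound addition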
# Target sequence (P11229 whole entry, looked up): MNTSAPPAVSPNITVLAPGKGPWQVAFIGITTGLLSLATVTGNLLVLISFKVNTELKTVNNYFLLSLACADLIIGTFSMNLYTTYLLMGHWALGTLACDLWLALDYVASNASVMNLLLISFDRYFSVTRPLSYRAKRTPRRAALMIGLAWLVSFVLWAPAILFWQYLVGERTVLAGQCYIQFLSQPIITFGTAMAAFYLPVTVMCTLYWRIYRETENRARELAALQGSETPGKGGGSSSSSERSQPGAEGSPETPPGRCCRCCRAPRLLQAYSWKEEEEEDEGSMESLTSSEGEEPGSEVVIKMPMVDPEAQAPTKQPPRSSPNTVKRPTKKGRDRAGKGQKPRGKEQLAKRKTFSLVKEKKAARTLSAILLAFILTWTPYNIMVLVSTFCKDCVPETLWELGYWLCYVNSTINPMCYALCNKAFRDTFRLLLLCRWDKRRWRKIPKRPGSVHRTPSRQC
# M1 PAM parental: nonselective calcium activators in parental CHO-K1 cells, primary screen, counter-screen for M1 PAM project, cell-based, Fluo-8 calcium fluorescence, full deck, 1536-well; activation, % at 3 µM; AID 602247, 2012; 0.02% of 360,000 active; ATP EC20; 0% at ATP EC20, 100% at ATP max;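 active = activation above the run cutoff, the mean activation of all test compounds plus 3 SD, cut at about 40% in these data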;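 also: peak over basal fluorescence ratio in a 140 s read after ATP addition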
# V1R ag counter: agonists of human V1a receptor, primary screen, counter-screen for OXTR agonist project, fluorescence, CHO-V1R cells; Fluo-8 calcium fluorescence, agonist mode; 0% DMSO, 100% 3 nM vasopressin; activation, % at 3 µM; 0.25% of 320,000 active; AID 2797, 2010;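 active = activation above the mean activation of all tested compounds plus 3 SD, per screening run, cut at about 20% in these data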;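 also: signal is peak over basal fluorescence ratio across a 100 second FLIPR read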
# Target sequence (P37288 whole entry, looked up): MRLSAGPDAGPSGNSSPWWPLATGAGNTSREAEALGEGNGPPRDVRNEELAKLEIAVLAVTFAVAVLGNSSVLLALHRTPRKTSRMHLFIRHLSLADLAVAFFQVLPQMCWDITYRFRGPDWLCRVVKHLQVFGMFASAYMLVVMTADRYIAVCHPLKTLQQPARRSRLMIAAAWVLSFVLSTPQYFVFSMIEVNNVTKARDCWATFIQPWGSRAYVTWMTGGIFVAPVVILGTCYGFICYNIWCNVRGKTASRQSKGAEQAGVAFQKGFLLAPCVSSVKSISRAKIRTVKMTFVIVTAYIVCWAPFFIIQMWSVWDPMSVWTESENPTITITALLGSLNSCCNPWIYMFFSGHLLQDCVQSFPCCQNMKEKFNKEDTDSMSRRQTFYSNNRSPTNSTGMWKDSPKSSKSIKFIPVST
# CHO-K1 Ca antag: nonselective inhibitor or artifact in parental CHO-K1 cells. ATP-induced calcium, Fluo-8 fluorescence. inhibition, % at 3 µM. 0.6% of 360,000 active. AID 602250;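 active = inhibition above a per-plate cutoff, the plate's mean sample inhibition plus 3 SD, cut at about 24% in these data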;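 also: 0% = DMSO plus EC80 ATP and 100% = DMSO alone without ATP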
# TAAR1 antag: human TAAR1 antagonists, primary screen, Fluo-8 calcium fluorescence, CHO RD-HGA16 cells. Trace amine-associated receptor 1 (Homo sapiens), Q96RJ0. antagonist. inhibition, % at 3 µM. 1.5% of 360,000 active;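 active = inhibition above a per-plate cutoff, the mean inhibition of test compounds on that plate plus 3 SD, cut at about 49% in these data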;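 also: 0% = DMSO plus EC80 beta-PEA response and 100% = DMSO alone without agonist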
#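 test system = CHO RD-HGA16 cells bearing hTAAR1 | replication = singlicate | controls = DMSO-only wells and EC80 β-PEA-stimulated wells | reagent = EC80 β-phenethylamine stimulus | read-out basis = percent inhibition of PEA-evoked calcium signal, max/basal emission ratio | schedule = seeding 17-24 h prior, 75-min 37 °C, 30-min RT dye loading | signal = kinetic Fluo-8 calcium fluorescence measurement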
# Active calls of the source: *; · = not tested or not shown.
mol	CHO parental Ca	OXTR potentiator	TAAR1 ag	M1 ag parental	CHRM1 agonist	M1 PAM parental	V1R ag counter	CHO-K1 Ca antag	TAAR1 antag
CCC(=O)/C=C1\Sc2ccc(OC)cc2N1CCO	-4	-16	8	0.0	-2	-2	-0.3	2	11
O=C(Nc1ncccn1)c1ccc(C(F)(F)F)cc1	5	3	-2	0.2	-3	19	1.6	-14	19
O=C(/C=C/c1ccc(Cl)cc1)N1CCN(c2ccc(Cl)cc2[N+](=O)[O-])CC1	-21	-3	16	0.7	-2	-4	1.1	18	16
CC(C)c1ccccc1NC(=O)c1cnccn1	-10	-3	11	-0.1	-4	-14	-0.9	0	1
COCCNC(=O)CN(Cc1ccc2c(c1)OCO2)C(=O)CCC(=O)Nc1nccs1	-6	-8	3	0.7	-2	15	1.0	-9	-2
CN(CC(=O)Nc1ccc(N2CCOCC2)cc1)C(=O)CSc1ccc(F)cc1	13	-11	3	9.3	-2	13	2.0	10	-18
CCCCn1c(N)c(N(CC(C)C)C(=O)Cc2ccc(S(=O)(=O)N3CCOCC3)s2)c(=O)[nH]c1=O	·	·	15	4.7	17*	12	·	-10	7
c1ccc2sc(NC3=NCN(Cc4ccc5c(c4)OCO5)CN3)nc2c1	-14	2	14	4.2	-4	1	0.3	16	-18
C[C@@H]1CN([C@@H](C)CO)S(=O)(=O)c2ccc(Br)cc2O[C@@H]1CN(C)Cc1ccccn1	·	·	0	0.2	-2	18	·	2	5
CC(=O)Nc1cncc(-c2ccccc2C(C)=O)n1	·	·	1	0.0	-3	1	·	-4	-12
CC(C)c1ccc(C2C(C#N)=C(N)Oc3c2oc(CO)cc3=O)cc1 (stereo unspecified)	0	-11	1	-0.2	-1	16	-0.5	-7	-9
S=C(NCCN1CCOCC1)Nc1ccc(Nc2ccccc2)cc1	-23	-15	2	1.3	-9	0	4.1	1	14
CCN(CC)CCN(C(=O)c1ccc2c(c1)CCCC2)c1nc2cc(OC)c(OC)cc2s1	-5	-14	·	-0.7	-6	11	2.4	-11	·
O=C(c1ccc(NS(=O)(=O)c2cccc3cccnc23)cc1)N1CCOCC1	-7	-11	8	0.4	2	6	0.8	7	4
O=C(O)C1CCCN1C(=O)c1cncc(Br)c1 (stereo unspecified)	-2	-3	3	0.1	0	3	1.1	-14	-1
COc1ccc(/C=C/C(=O)OCC(=O)Nc2cc(C(N)=O)cc(C(N)=O)c2)cc1	-4	-16	1	11	-7	-15	3.9	25*	2
CCC(=O)Nc1ccc(S(=O)(=O)Nc2cccnc2)cc1	-1	-4	7	0.5	-5	16	0.1	-11	-11
CCN1CC(CNC(=O)c2ccc3nc(Cc4cccc(Cl)c4)oc3c2)CC1=O (stereo unspecified)	3	-7	1	1.2	0	6	1.4	-4	-5
Cc1ccc(S(=O)(=O)N(C)Cc2nc(-c3ccc(Br)cc3)no2)cc1	0	-8	4	0.3	-3	10	1.6	1	6
Cc1ccc(NC(=O)c2ccc(NCCCN3CCC(C)CC3)c([N+](=O)[O-])c2)c(C)c1	-18	-3	-1	-0.9	-12	-5	-1.1	-3	-4
CCc1cccc(NC(=O)CCNS(=O)(=O)c2cccc3nonc23)c1	-11	0	-1	1.4	-6	21	-0.7	-8	12
Cc1ccc2nc(-c3ccc(Br)cc3)cc(C(=O)NCC3CCCO3)c2c1 (stereo unspecified)	·	·	0	0.3	-2	-5	·	-9	-24
C/C(CCc1ccccc1)=N\NC(=O)c1ccccc1	-3	-10	1	1.0	-6	17	0.4	-7	4
O=C(N/N=C/C=C/c1ccccc1)c1cccs1	-13	-11	0	0.0	-2	-15	0.2	5	0
O=C(CCN1C(=O)COc2ccccc21)NCc1cccnc1	-14	0	11	0.3	-4	20	-0.5	-29	1
Cc1cccc(NS(=O)(=O)c2cc(C(=O)NCc3ccccn3)ccc2C)c1	·	·	3	2.0	1	5	·	-5	12
CC1(C(=O)Nc2ccc3ccccc3c2)CC1(Br)Br (stereo unspecified)	-19	-8	0	0.0	-4	18	-1.0	-12	1
O=C(Nc1cccc(-n2cnnn2)c1)c1ccncc1	-9	-4	4	-0.1	-3	5	1.1	-11	-18
C=CCNC(=O)c1oc2ccc(S(=O)(=O)N3CCCCC3)cc2c1C	-11	-8	7	3.5	-4	14	2.5	-14	-25
O=C(NCCc1ccc(Cl)cc1Cl)C1=CC=CN2CCS(=O)(=O)N=C12	-8	5	2	0.2	-2	-4	0.9	7	5

# Next part:
# The line under a structure holds: CHO parental Ca, OXTR potentiator, TAAR1 ag, M1 ag parental, CHRM1 agonist, M1 PAM parental, V1R ag counter, CHO-K1 Ca antag, TAAR1 antag
- Cc1ccc(CSCCNC(=O)CCSc2ccccc2)cc1
    -21, -15, 6, 1.7, -3, 18, -0.9, 1, 20
- CCN1CCCC1CNC(=O)c1cn(C)c2ccc(S(=O)(=O)N3CCCCCC3)cc2c1=O (stereo unspecified)
    ·, ·, 7, -0.1, -5, 0, ·, -3, 1
- COCCN1C(=O)C(O)=C(C(=O)c2cccs2)C1c1ccccc1 (stereo unspecified)
    3, -13, 4, -0.2, 1, 11, 0.6, -3, -5
- CCC(C)NC(=O)CCc1nnc2ccc(N3CCC(C)CC3)nn12 (stereo unspecified)
    -3, -9, 2, -0.5, -8, 16, 0.2, -13, -27
- CC(C)c1ccc(NC(=O)Nc2nc(C(N)c3ccccc3Cl)cs2)cc1 (stereo unspecified)
    ·, ·, 30, 1.4, 3, 0, ·, 2, 27
- Cn1cnnc1SCCCN1C(=O)c2cccc3cccc(c23)C1=O
    -2, -10, 3, 0.4, -6, -2, -0.8, 0, -19
- COC(=O)CSc1nc2[nH]ncc2c(=O)[nH]1
    -4, -10, 0, 0.5, -6, 19, 0.5, -3, -4
- CC(NC(=O)NC12CC3CC(CC(C3)C1)C2)c1ccc2c(c1)OCO2 (stereo unspecified)
    7, -16, 5, -0.2, -15, -3, 5.0, 17, -10
- CC(C)N(C)c1ncnc2c1ncn2[C@H]1CN(Cc2cccnc2)C[C@@H](CO)O1
    ·, ·, 1, 0.8, -1, 15, ·, 1, -4
- O=[N+]([O-])c1ccc(-n2cccn2)c(-c2nn[nH]n2)c1
    -14, -11, 5, 0.7, -10, 11, 0.5, -10, 1
- Cn1cnc2cc(NC(=O)COc3ccccc3)ccc21
    -10, -5, -1, 0.4, -1, 20, -0.3, -11, 8
- COc1cc(NS(=O)(=O)c2cn(C)cn2)cc(OC)c1OC
    -5, -2, 1, 0.0, -2, 5, 0.2, -10, -10
- Cc1ccc(-n2nc3c(c2NC(=O)c2c(F)cccc2Cl)CS(=O)(=O)C3)cc1C
    -16, -10, 2, 6.2, 2, 17, 1.3, -7, -17
- S=c1[nH]nc(COc2ccccc2)n1/N=C/c1ccc(Cl)cc1Cl
    ·, ·, -1, 0.3, -2, 15, ·, -9, 0
- O=C(NCCC1=CCCCC1)c1cccc2c1C(=O)N(C1CCCCC1)C2
    -32, 1, -1, -0.2, -7, 6, -1.1, -1, 15
- COc1ccc(OC)c(C2NC(=O)NC(C)=C2C(=O)OCc2ccccc2)c1 (stereo unspecified)
    -14, -1, 9, 0.4, 1, -19, -0.5, 16, -20
- CNc1c([N+](=O)[O-])cnn1-c1ccc(F)cc1
    -2, -3, -1, 0.3, -6, 22, -0.1, -6, -9
- COc1cc2c(cc1OC)CC(C(=O)NCc1ccccc1)NC2 (stereo unspecified)
    -24, -4, 3, 0.9, -6, -5, 0.8, -16, 4
- C/C(=N/NC(=O)c1ccncc1)c1ccc2c(c1)OCO2
    5, -19, 0, 1.9, -1, 15, 0.2, -13, 3
- Cc1onc(-c2ccc(Cl)cc2Cl)c1-c1csc(N/N=C/c2ccccc2)n1
    -7, -6, 0, 0.6, -5, 18, -0.4, -16, -24
- O=C1c2cccc3c(N4CCCCC4)ccc(c23)C(=O)N1CCO
    16, -25, 31, 17*, 12, 1, 22*, 1, 23
- Cc1ccc(CNS(=O)(=O)c2ccc3c(c2)N(C)CCO3)cc1
    -7, -6, 4, 5.8, 0, 1, 3.9, -6, -16

# Of the compounds above, 7 contain a Cl atom.
# The line under a structure holds: CHO parental Ca, OXTR potentiator, TAAR1 ag, M1 ag parental, CHRM1 agonist, M1 PAM parental, V1R ag counter, CHO-K1 Ca antag, TAAR1 antag
- O=C(/C=C/c1ccc(Cl)cc1)N1CCN(c2ccc(Cl)cc2[N+](=O)[O-])CC1
    -21, -3, 16, 0.7, -2, -4, 1.1, 18, 16
- CCN1CC(CNC(=O)c2ccc3nc(Cc4cccc(Cl)c4)oc3c2)CC1=O (stereo unspecified)
    3, -7, 1, 1.2, 0, 6, 1.4, -4, -5
- O=C(NCCc1ccc(Cl)cc1Cl)C1=CC=CN2CCS(=O)(=O)N=C12
    -8, 5, 2, 0.2, -2, -4, 0.9, 7, 5
- CC(C)c1ccc(NC(=O)Nc2nc(C(N)c3ccccc3Cl)cs2)cc1 (stereo unspecified)
    ·, ·, 30, 1.4, 3, 0, ·, 2, 27
- Cc1ccc(-n2nc3c(c2NC(=O)c2c(F)cccc2Cl)CS(=O)(=O)C3)cc1C
    -16, -10, 2, 6.2, 2, 17, 1.3, -7, -17
- S=c1[nH]nc(COc2ccccc2)n1/N=C/c1ccc(Cl)cc1Cl
    ·, ·, -1, 0.3, -2, 15, ·, -9, 0
- Cc1onc(-c2ccc(Cl)cc2Cl)c1-c1csc(N/N=C/c2ccccc2)n1
    -7, -6, 0, 0.6, -5, 18, -0.4, -16, -24
